Screening results: PubChem BioAssay, several laboratories
BCLXL inh – inhibitors of human Bcl-xL | AID 2129 | GST-Bcl-xL / FITC-Bim BH3 peptide fluorescence polarization | Q07817 | inhibition, % at 10.9 µM | 0.7% of 320,000 active;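 active = inhibition above the mean of all tested compounds plus 3 SD, cutoff set per campaign, cut at about 30% in these data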;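 also: 0% = DMSO wells and 100% = unlabeled Bim-BH3 peptide competitor; inhibitors lower millipolarization by displacing the labeled peptide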
AGP1-GFP MLPCN – yeast TOR pathway AGP1-GFP modulation | GFP response vs DMSO, % at 10 µM | 0.02% of 320,000 active | S. cerevisiae AGP1-GFP multiplex flow cytometry, 3 h; GFP as percent of DMSO wells | AID 2066;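 active = GFP response relative to DMSO above a set limit, near screen average plus 3 SD, cut at about 150% in these data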;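 also: median GFP channel fluorescence of the gated AGP1 strain per well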
VLA-4 inh – inhibition in a human VLA-4 binding assay; inhibition, % (about 7 µM as worked out from the volumes in the protocol); 0.2% of 330,000 active; VLA-4 expressing cells, ligand binding flow cytometry; P13612; in the data active = inhibition above about 50%
MEX-5 binding – C. elegans MEX-5 TCR-2 RNA binding activity. activity score (negative = inhibition of binding), % at 10 µM. Q9XUB2. 0.38% of 300,000 active. MEX-5/FITC-TCR2 RNA binding, fluorescence polarization; stronger effect = lower value;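 active = inhibition past about -25% in most replicates, and total fluorescence under double the plate's negative control median, limit read from the data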;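 also: 0% = DMSO and -100% = 5 µM competing unlabeled TCR2 RNA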
Yeast superoxide – yeast age-related superoxide inhibition as caloric restriction mimetic; S. cerevisiae aged cells, superoxide DHE fluorescence; stronger effect = lower value; superoxide response (% of plate mean), % at 10 µM; 0.18% of 330,000 active;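 active = superoxide response under a set limit, about three screen SD below normal, cut at about 65% in these data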;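 also: yeast aged for seven days with compound at 30 °C before DHE staining; 100% = average MFI of all compound-treated wells on the plate with controls excluded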
MCL1-BIM inh – disrupts human MCL1 binding to BIM-BH3 peptide | GST-MCL1 / FITC-Bim-BH3 fluorescence polarization | inhibition, % at 10.9 µM | 0.68% of 320,000 active;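 active = inhibition above the mean inhibition of all tested compounds plus 3 SD, set per campaign, cut at about 40% in these data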;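 also: 0% = DMSO wells and 100% = unlabeled Bim-BH3 peptide control; higher means more loss of mP so more displacement of Bim peptide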
Target sequence (Q07820 whole entry, looked up): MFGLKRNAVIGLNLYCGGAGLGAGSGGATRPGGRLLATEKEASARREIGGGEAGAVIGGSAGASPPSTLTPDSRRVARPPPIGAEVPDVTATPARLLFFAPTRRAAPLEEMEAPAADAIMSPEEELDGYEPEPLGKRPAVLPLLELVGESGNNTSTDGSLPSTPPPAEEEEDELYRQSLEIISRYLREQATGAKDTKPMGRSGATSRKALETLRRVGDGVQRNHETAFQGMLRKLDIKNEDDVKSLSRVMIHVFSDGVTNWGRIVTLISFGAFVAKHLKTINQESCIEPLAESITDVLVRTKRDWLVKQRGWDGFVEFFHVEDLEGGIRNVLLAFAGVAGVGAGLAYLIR
CIT2 TOR yeast – yeast TOR pathway CIT2-GFP modulation. S. cerevisiae CIT2-GFP strain, flow cytometry, 3 h; 100 means same as DMSO wells. GFP response vs DMSO, % at 10 µM. 0.065% of 320,000 active. AID 2029;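 active = GFP response relative to DMSO above a set limit, near the screen mean plus 3 SD, cut at about 150% in these data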;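 also: ratio of well median GFP fluorescence to mean of DMSO wells on the plate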
GLD-1 TGE inh – GLD-1-TGE RNA interaction inhibition (C. elegans) | Q17339 | purified GLD-1 + fluorescein TGE RNA, fluorescence polarization | 0.44% of 320,000 active | inhibition, % at 5.96 µM | AID 2280;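 active = percent inhibition above a per-plate cutoff, the plate mean of test compounds plus 3 SD, cut at about 30% in these data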;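 also: 0% = DMSO wells with GLD-1 and probe and 100% = wells lacking GLD-1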
GRK2 aptamer HTS – blocks RNA aptamer binding to human GRK2; bead flow cytometry, FAM-aptamer displacement from GRK2; 0.59% of 330,000 active; inhibition of aptamer binding, % at 10 µM; P25098;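 active = inhibition of aptamer binding above 40%, roughly 3 SD of noise, on plates passing a quality check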;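 also: median bead fluorescence of bound FAM aptamer so fluorescent compounds give negative values; no value below 0 was filed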
Target sequence (P25098 whole entry, looked up): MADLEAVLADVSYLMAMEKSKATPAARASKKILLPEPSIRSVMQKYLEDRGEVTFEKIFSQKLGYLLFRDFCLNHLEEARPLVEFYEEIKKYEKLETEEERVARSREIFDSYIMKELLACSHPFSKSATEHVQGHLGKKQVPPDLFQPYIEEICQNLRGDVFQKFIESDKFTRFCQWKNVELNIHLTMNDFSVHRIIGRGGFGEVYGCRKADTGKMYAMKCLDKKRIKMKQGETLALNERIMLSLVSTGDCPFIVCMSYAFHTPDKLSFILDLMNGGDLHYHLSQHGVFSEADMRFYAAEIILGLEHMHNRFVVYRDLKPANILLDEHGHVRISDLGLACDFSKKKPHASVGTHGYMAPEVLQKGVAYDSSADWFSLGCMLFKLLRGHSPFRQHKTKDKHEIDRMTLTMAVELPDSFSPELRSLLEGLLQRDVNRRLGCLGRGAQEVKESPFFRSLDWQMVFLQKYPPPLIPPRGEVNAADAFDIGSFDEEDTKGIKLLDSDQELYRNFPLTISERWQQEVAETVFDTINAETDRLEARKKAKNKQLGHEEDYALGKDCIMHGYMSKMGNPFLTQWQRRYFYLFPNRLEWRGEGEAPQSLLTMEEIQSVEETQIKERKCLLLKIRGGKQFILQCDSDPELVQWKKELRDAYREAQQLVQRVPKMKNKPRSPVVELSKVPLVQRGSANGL
* = called active by the depositor; . = no result given. Rows are unselected. Share with any hit: about 2.1%.

Results follow in this order: BCLXL inh, AGP1-GFP MLPCN, VLA-4 inh, MEX-5 binding, Yeast superoxide, MCL1-BIM inh, CIT2 TOR yeast, GLD-1 TGE inh, GRK2 aptamer HTS
> COc1ccc(Cc2nnc(-c3ccccc3)o2)cc1
→ 4.1, 96.2, -2.7, -0.7, 93.8, -5.6, 86.1, 4.7, 1.0
> Cc1ccc(NC(=O)CCN2CCN(C/C=C/c3ccccc3)CC2)cc1C
→ 3.9, ., 5.7, 1.9, 89.0, 6.6, 90.0, 4.1, 0.0
> COC(=O)c1c(NC(=S)NN2CCN(C)CC2)sc2c1CCC(C)C2 (centres undefined)
→ 4.8, 119.6, 40.4, -0.8, 116.9, 7.1, 88.1, 2.5, 0.0
> CCN1CCN(Cc2ccc(NC(=O)c3cc(NC(=O)N4CCNC4=O)cc(OC)c3)cc2C(F)(F)F)CC1
→ 3.7, 84.2, 55.2*, 1.0, 95.4, 3.8, 91.2, 4.2, 1.0
> O=C(Nc1cc(C(F)(F)F)ccc1N1CCOCC1)c1ccc(F)cc1
→ -6.0, 93.7, 1.7, 1.9, 96.9, -1.4, 98.3, 0.3, 0.0
> c1cncc(C(c2nnnn2C2CCCC2)N2CCCC2)c1 (centres undefined)
→ 1.1, 96.1, 4.4, 0.5, 86.3, -0.3, 97.8, 1.7, 1.0
> COc1ccc(NC2=CC(=O)N(C)C2=O)cc1
→ 9.2, 95.5, 33.0, -9.6, 102.2, 10.7, 96.2, -0.4, 0.0
> COc1ccccc1C/C(N)=N/OC(=O)COc1cccc(C)c1
→ 3.1, 99.7, 8.3, 1.5, 106.0, -3.3, 106.8, 1.2, 2.0
> O=C(c1cnccn1)N(Cc1cccs1)C1(C(=O)NC2CCCCC2)CCCCC1
→ 3.4, 100.7, 5.5, 2.3, 109.0, 1.7, 95.4, -2.4, 4.0
> CCNc1nc(NC(C)C)nc(N(C#N)C(C)C(=O)N(CC)CC)n1 (centres undefined)
→ -1.8, 109.2, -2.4, 1.0, 92.4, -6.2, 103.8, 6.5, 0.0
> Nn1c(SCC(=O)Nc2ccccc2C(F)(F)F)nncc1=O
→ 0.3, 104.5, 4.7, -3.4, 103.3, 7.2, 99.3, -2.9, 0.0
> Cc1c(C(=O)NC(=S)Nc2ccccc2N2CCCC2)cccc1[N+](=O)[O-]
→ 0.1, 114.8, 10.7, 3.9, 90.2, 2.9, 82.8, 1.9, 1.0
> CCOCCCN1CN(S(=O)(=O)c2ccc(Cl)cc2)c2nc3ccccc3nc21
→ 12.6, 87.6, -23.2, 3.3, 102.9, 14.6, 76.2, 13.2, 0.0
> O=C(NCc1ccccc1)C(c1cccs1)N(Cc1cccs1)C(=O)c1cnccn1 (centres undefined)
→ 1.8, 99.3, 0.6, -0.3, 92.0, 3.3, 97.9, 2.9, 0.0
> CC1(C)Cc2cccc(OCC(=O)Nc3ccc(S(N)(=O)=O)cc3)c2O1
→ 0.3, 100.8, -14.9, 1.3, 96.0, -4.4, 95.3, 3.4, 2.0
> Cc1sc2nc(SCC(=O)N(CCO)CCO)n(C3CCCCC3)c(=O)c2c1C
→ 5.4, 92.7, 7.5, -0.1, 102.8, 11.3, 95.8, 2.9, 7.0
> CCCN(Cc1cc2cc(C)ccc2[nH]c1=O)C(=O)c1cccc(OC)c1
→ 6.4, 81.5, 17.7, -1.5, 100.5, 1.2, 73.3, 2.1, 1.0
> CCNc1nc(NCC)nc(Oc2ccc(OCC)nn2)n1
→ -1.3, 98.7, 9.3, -1.8, 92.8, -7.0, 96.3, 8.5, 4.0
> CC(=O)Nc1ccc(NC(=O)C(C)Sc2nc3ccccc3c(=O)n2CC2CCCO2)cc1 (centres undefined)
→ 6.2, 108.9, 3.2, 3.3, 107.1, 6.3, 100.8, 5.4, 0.0
> CCCCCn1c(CCNC(=O)c2cccs2)nc2ccccc21
→ 5.5, 105.4, 3.0, -3.9, 115.3, -2.0, 98.6, 5.6, 0.0
> CCC(CO)Oc1cc(NCc2ccc(F)cc2)c2ncn(C(C)C)c2c1 (centres undefined)
→ ., 98.2, -18.4, ., 86.4, ., 88.7, -7.6, 4.0
> O=C(Nc1cc2c3c(c1)CC(=O)N3CCC2)c1ccco1
→ 5.8, 108.0, -11.0, -2.1, 98.4, 2.3, 106.2, 3.4, 2.0
> O=C(COC(=O)C1CCC(=O)N1)Nc1cccc([N+](=O)[O-])c1 (centres undefined)
→ ., 103.2, -2.6, ., 89.5, ., 110.0, -0.8, 0.0
> COCCCNC(=O)c1cn(C)c(=O)c2c1c1ccccc1n2C
→ 3.5, 98.0, 0.1, 2.0, 103.0, 9.3, 101.9, 1.0, 0.0
> COc1ccc(Cl)cc1S(=O)(=O)NC(C)C(=O)NCc1ccccn1 (centres undefined)
→ -1.5, 92.2, 1.9, -0.5, 104.9, 1.3, 94.2, -2.4, 4.0
> COc1ccc(N(Cc2cc(=O)[nH]c3ccccc23)C(=O)CCl)cc1
→ 1.4, 93.2, 9.8, -2.3, 99.8, -8.1, 96.3, 1.8, 5.0
> COc1cccc(C(=O)Nc2ccccc2C(=O)NCC2CCCO2)c1 (centres undefined)
→ 0.2, 101.1, -11.3, -2.6, 96.5, -0.9, 101.2, 8.4, 2.0
> O=C(CN1C(=O)S/C(=C\c2ccc(Cl)cc2)C1=O)NC1C=CS(=O)(=O)C1 (centres undefined)
→ 3.2, 105.9, -89.1, -2.7, 127.8, 10.3, 104.3, 3.6, 0.0
> CCOC(=O)c1sc(Nc2ccc(OCC)cc2)nc1C
→ 1.6, 88.8, 14.1, -4.2, 100.5, -2.6, 90.7, 5.2, 0.0
> COc1ccc(NC2CCCN(C(=O)COc3ccc(Cl)cc3C)C2)cc1OC (centres undefined)
→ 9.3, 83.3, -7.4, 0.9, 91.4, 13.7, 84.6, -0.2, 3.0

2 entries from above, as a markdown table.
| SMILES | BCLXL inh | AGP1-GFP MLPCN | VLA-4 inh | MEX-5 binding | Yeast superoxide | MCL1-BIM inh | CIT2 TOR yeast | GLD-1 TGE inh | GRK2 aptamer HTS |
| --- | --- | --- | --- | --- | --- | --- | --- | --- | --- |
| COc1ccc(Cl)cc1S(=O)(=O)NC(C)C(=O)NCc1ccccn1 (centres undefined) | -1.5 | 92.2 | 1.9 | -0.5 | 104.9 | 1.3 | 94.2 | -2.4 | 4.0 |
| COc1ccc(N(Cc2cc(=O)[nH]c3ccccc23)C(=O)CCl)cc1 | 1.4 | 93.2 | 9.8 | -2.3 | 99.8 | -8.1 | 96.3 | 1.8 | 5.0 |

Continued.
Results follow in this order: BCLXL inh, AGP1-GFP MLPCN, VLA-4 inh, MEX-5 binding, Yeast superoxide, MCL1-BIM inh, CIT2 TOR yeast, GLD-1 TGE inh, GRK2 aptamer HTS
> O=c1cc(CN2CC(O)Cc3ccc4ccccc4c32)nc2sccn12 (centres undefined)
→ -0.1, 101.3, 39.8, -2.0, 103.5, -0.1, 103.5, -6.3, 4.0
> O=C(NCCC1=CCCCC1)c1ccc(Cl)c(S(=O)(=O)Nc2ccccc2)c1
→ 3.1, 105.5, -3.1, 0.2, 102.7, -0.3, 94.9, 6.5, 0.0
> COC(=O)CCC[C@H]1CC2(C[C@H](CCCO[Si](C)(C)C(C)(C)C)N1C(=O)OC(C)(C)C)OCCO2
→ 2.9, 101.2, -3.9, ., 106.9, 0.9, 102.5, -3.9, 0.0
> COc1cc(/C=N/n2cnnc2-n2nc(C)cc2C)cc([N+](=O)[O-])c1O
→ 5.8, 63.8, -4.3, -0.9, 116.3, 0.8, 86.1, 3.0, 0.0
> CC(=O)N1CCC(C(=O)OCc2ccccc2F)(c2ccccc2)CC1
→ 3.3, 97.7, 9.9, 0.6, 112.9, -0.2, 96.0, -4.5, 3.0
> CCC(=O)c1c[nH]c(C(=O)NCc2cccc(C(F)(F)F)c2)c1
→ 3.4, 94.9, 4.2, 0.9, 119.7, 0.7, 100.2, 0.2, 0.0
> COc1ccc(C2CC(c3cccs3)=NN2C(=O)CCl)cc1OC (centres undefined)
→ 3.7, 94.3, 2.7, 0.1, 90.0, -5.4, 70.6, 7.2, 0.0
> COc1cc(O)ccc1/C=N/NC(=O)c1ccc([N+](=O)[O-])cc1
→ 2.0, 96.1, 5.4, 1.1, 104.8, 22.7, 89.9, 2.8, 3.0
> Cc1cc(C(=O)O)ccc1[N+](=O)[O-]
→ 4.0, 87.3, 5.0, ., 104.5, -3.4, 84.7, -2.3, 5.0
> O=C(/C=C/c1ccc(Cl)cc1Cl)N1CCc2ccccc21
→ 0.6, 90.5, 5.5, -0.8, 91.7, -5.2, 90.8, -10.8, 1.0
> COc1ccc(C(=O)C[n+]2ccc3c(c2)nnn3-c2ccccc2)cc1
→ 7.4, 104.7, 4.9, -0.4, 89.4, 13.0, 96.0, -11.6, 0.0
> O=c1c2c(nc3c(-c4cccc(Br)c4)c[nH]n13)CCCC2
→ 8.6, 107.0, -2.5, -0.6, 108.6, 10.9, 104.1, -5.9, 1.0
> CCOC(=O)N1CCOCCOCCN(C(=O)OCC)CCOCC1
→ 1.7, 88.3, 23.5, -0.3, 74.9, 6.0, 89.2, -1.8, 0.0
> CC(=O)NCc1nc2ccccc2n1Cc1ccccc1C
→ 0.3, 102.6, 5.0, 1.6, 103.2, 0.8, 106.5, -3.2, 0.0
> CC(C)(C)CN1CCNC(=O)C1CC(=O)NCCc1ccccc1F (centres undefined)
→ 19.4, 99.9, 3.1, -3.7, 112.9, 18.4, ., 17.4, 0.0
> CCOc1ccc(NC(=O)CN(C)S(=O)(=O)c2cccs2)cc1
→ 0.7, 105.4, 10.2, -0.2, 96.9, -5.6, 105.9, -0.7, 1.0
> Cc1ccc2nc(-c3ccc(NS(=O)(=O)c4c(C)n(C)c(=O)n(C)c4=O)cc3)sc2c1
→ 4.0, 93.8, 16.1, -1.4, 109.3, 10.7, 107.0, 5.5, 3.0
> COc1ccc(CNC(=O)CN2C(=O)C3CCCN3c3ncc(Cl)cc32)cc1 (centres undefined)
→ -18.9, 97.3, 27.6, 5.8, 101.6, -34.7, 100.8, -40.5, 2.0
> CC1CN(CCCOc2ccc([N+](=O)[O-])cc2)CC(C)O1 (centres undefined)
→ 1.4, 97.4, 10.0, 0.5, 93.8, 3.0, 98.0, -7.5, 0.0
> O=C(OCCN1CCOCC1)c1ccccc1
→ 2.1, 103.2, 20.6, -0.7, 99.3, 0.6, 103.4, -1.2, 1.0
> COc1cc(NC(=O)CN2CCC(C)CC2)c(C)cc1[N+](=O)[O-]
→ 7.8, 106.6, 2.0, 0.5, 107.8, 1.1, 114.5, -2.6, 5.0
> CCOc1ccc(NC(=S)NS(=O)(=O)c2cc(Br)ccc2OCC)cc1
→ 4.4, 94.5, -0.2, -1.0, 101.1, 3.8, 87.5, 6.9, 0.0
> CCn1c(C)nnc1SCC(=O)Nc1ccc2c(c1)OCCO2
→ 5.8, 94.3, 7.0, -0.7, 87.5, 4.0, 97.1, -1.0, 1.0
> C#CC[N+]1(CC#Cc2cccc3ccccc23)CCOCC1
→ -1.8, 114.0, 1.8, 3.1, 101.6, -5.3, 106.5, 0.5, 0.0
